Sm TGR block = inhibitors of Schistosoma mansoni thioredoxin glutathione reductase; Q962Y6; purified TGR, DTNB reduction, TNB absorbance 405 nm; Potency, µM (doses to about 114 µM), for the others: at the highest dose activity change, negative = inhibition, most hits filed as inhibitors; 360,000 compounds, 3% hits; AID 485364; further: potency means the concentration at half of the fitted maximal effect; nearly all actives have a fitted effect of over 60% in size
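Kinetic colorimetric format: TGR-catalysed, NADPH-driven DTNB reduction monitored via TNB absorbance. Enzyme dispensed at 20 nM; compound exposure 15 min at room temperature before reaction start.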
AMA1 RON2 block = disrupts binding of P. falciparum AMA1 to RON2 | AlphaScreen AMA1-biotinylated RON2 peptide binding | Potency, µM (series often up to 58.2 µM), inactives show top-dose activity change, negative = inhibition, usual class: inhibitors | 360,000 compounds, 0.2% hits | AID 720542;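 further: potency means the concentration at half of the fitted maximal effect; 0% = vehicle wells and -100% = peptide control; nearly all actives have a fitted effect of over 45% in size; some results filed as inactive show a strong effect at the top dose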
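AMA1 (3D7) with his tag at 25 nM final met compounds first, then biotinylated RON2 peptide at 25 nM; detection used donor plus acceptor beads, 10 µg/mL apiece, read by AlphaScreen after 30 min at room temperature.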
HCMV inh = inhibitors of human cytomegalovirus; HFF cells, HCMV-luciferase reporter, 72 h; stronger effect = lower value; activity change, negative = inhibition, % at 57.5 µM; 410,000 compounds, 4.5% hits; AID 1259415; in the data active means activity change below about -60%; inconclusive means no clear call, values can overlap the other calls; inactive means above about -39%
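Cell-based, HFFs, 1000 cells/well, 16 h 37C; cpds in DMSO + HCMV-luc, MOI 1 PFU/cell; 72 h 37C; OneGlo luminescence after 5 min RT; norm. to buffer vs Salinomycin 10uM.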
HCV inh = blocks hepatitis C virus; Huh7.5.1 HCVcc-Cre infection, luciferase reporter, 44 h; Potency, µM (titrated, usually from 41.8 µM), for the others: top-dose activity change, negative = inhibition, hits mostly inhibitors; 340,000 compounds, 3.4% hits; further: potency means the concentration at half of the fitted maximal effect
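1,000 cells/well; 4 h culture; + compound; + HCVcc-Cre (~0.5 moi); 44 h; luciferase substrate, RT 15 min; read 15 sec.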
AmpC detergent = AmpC beta-lactamase inhibition with detergent present. Potency, µM (series often up to 114 µM), for the others: at the top dose activity change, negative = inhibition, most hits filed as inhibitors. AmpC hydrolysis of nitrocefin, absorbance 480 nm, 0.01% Triton. 370,000 compounds, 0.041% hits. P00811;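 further: potency means the concentration at half of the fitted maximal effect; 0% = no-compound wells and -100% = no-enzyme wells; nearly all actives have a fitted effect of over 25% in size; some results filed as inactive show a strong effect at the top dose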
Target sequence (P00811 whole entry, looked up): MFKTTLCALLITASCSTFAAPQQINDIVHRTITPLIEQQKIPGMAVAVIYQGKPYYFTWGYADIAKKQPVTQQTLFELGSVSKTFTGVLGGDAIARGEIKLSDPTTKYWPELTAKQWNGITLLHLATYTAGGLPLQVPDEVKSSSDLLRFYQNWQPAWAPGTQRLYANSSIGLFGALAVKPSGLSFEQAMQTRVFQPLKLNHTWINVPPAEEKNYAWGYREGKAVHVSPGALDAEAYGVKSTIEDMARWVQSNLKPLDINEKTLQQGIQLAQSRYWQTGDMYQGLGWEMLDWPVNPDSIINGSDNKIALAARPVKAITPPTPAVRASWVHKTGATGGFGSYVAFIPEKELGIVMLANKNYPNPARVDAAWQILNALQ
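AmpC (5.3 nM in the dispensed reagent) in 20 mM phosphate pH 7.0 with 0.01% (detergent screen) or 0.0001% Triton X-100 was preincubated with compounds for 15 min at room temperature. Nitrocefin was then added from an 800 uM solution, and hydrolysis was followed at 480 nm.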
Giardia FBPA inh = blocks Giardia fructose-bisphosphate aldolase activity; 290,000 compounds, 0.71% hits; A8B2U2; Potency, µM (series often up to 59.6 µM), inactives show top-dose activity, negative = inhibition, most hits filed as inhibitors; AID 2451; purified Giardia FBPA; further: potency means the concentration at half of the fitted maximal effect; nearly all actives have a fitted effect of over 55% in size
Target sequence (A8B2U2 whole entry, looked up): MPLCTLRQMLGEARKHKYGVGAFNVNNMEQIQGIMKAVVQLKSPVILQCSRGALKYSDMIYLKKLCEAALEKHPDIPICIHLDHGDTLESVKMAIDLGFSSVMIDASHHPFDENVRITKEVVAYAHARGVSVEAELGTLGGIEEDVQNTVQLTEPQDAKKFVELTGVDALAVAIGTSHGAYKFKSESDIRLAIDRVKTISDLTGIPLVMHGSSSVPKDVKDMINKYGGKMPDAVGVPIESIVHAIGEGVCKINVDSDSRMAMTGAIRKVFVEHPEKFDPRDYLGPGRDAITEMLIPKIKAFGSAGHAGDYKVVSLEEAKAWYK
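40 nM FBPA preincubated 10 min at RT with compound (up to 57.5 uM final), then substrate plus GAPDH/TPI/NAD/arsenate coupling and diaphorase/resazurin added. Fluorescence read after 20 min at RT, 525/598 nm.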
* marks the source's active call; other numbers are inactive results; ? = inconclusive; · = not tested or not shown; [ ] = remark or other dose. Unless noted, the call rests on the fitted dose curve; in most records, active means well fitted curve in the direction sought with a large enough effect; inconclusive means small, poorly fitted or top-dose-only effect, or another doubt; inactive means no such curve, though single readings can be large; an effect the other way counts as inactive or inconclusive. Unless noted, on the % scale 0 is the no-effect control and ±100 the full control effect. An unsorted share of the library; 9.3% or so of the library scored in one or more.

item	Structure	Sm TGR block	AMA1 RON2 block	HCMV inh	HCV inh	AmpC detergent	Giardia FBPA inh
1	CC(C)(C)NC(=O)COC(=O)c1ccccc1Oc1ccccc1	16%	-6%	-29	-20%	9%	8%
2	Fc1ccc(-c2nnn(Cc3nc4ccccc4s3)n2)cc1	0%	11%	33	2%	?	0%
3	COC(=O)c1ccc(CNC(=O)CNc2cc(C(F)(F)F)ccc2N2CCOCC2)cc1	7%[11.4 µM]	-13%	41	-6%	-10%	-3%
4	CCOC(=O)c1oc2ccccc2c1CN1CCN(C)CC1	-1%	6%	-15	14%	-1%	-30%
5	CC(=NCCCN1CCOCC1)c1c(O)n(-c2ccccc2C)c(=O)[nH]c1=O	10%	3%	19	18%	?	-3%
6	CC(C)N(Cc1nccn1C)C(=O)CCc1nnc(CCCc2ccccc2)o1	9%	-4%	33	18%	0%	-11%
7	COCCCNC(=O)CSc1nc2cc3c(cc2c(=O)n1CCCC(=O)NCc1ccc2c(c1)OCO2)OCO3	3%	·	1	·	4%	·
8	COc1cc(/C=C(\C#N)C(=O)NCC2CCCO2)ccc1OC(=O)c1ccco1 (configuration not stated)	-30%	0%[11.6 µM]	33	-10%	-7%	·
9	Cc1cccc(OCC(=O)Nc2ccc3c(c2)nc2n3CCOC2)c1	1%	-1%	31	·	?	7%
10	Cc1ccc(-n2ncc3c(=O)n(CC(=O)N4CCN(c5ccccc5)CC4)cnc32)cc1C	11%	0%	-32	11%	-8%	4%
11	Cc1cc(C)n2nc(SC(C)C(=O)N(C)c3ccccc3)nc2n1 (configuration not stated)	-10%	-1%	-31	10%	-3%	·
12	O=C(Nc1ccc2c(c1)OCCO2)C1CCCN(S(=O)(=O)c2cnc[nH]2)C1 (configuration not stated)	3%	8%	44	5%	?	-4%
13	Cc1ccc2oc(=O)c3cc(C(=O)NCc4ccc(Cl)cc4)sc3c2c1	-9%	·	0	·	-8%	·
14	CC(C)(C)C(=O)NCc1ccc(C(=O)CSc2nnc(-c3ccncc3)n2C2CC2)s1	-11%	-4%	15	-9%	?	·
15	CC(=O)Nc1cc(C(=O)N2CCc3ccccc3C2)ccc1Sc1ccc(C)cc1	-7%	-16%	-29	13%	-3%	6%
16	CCOc1ccc(C(=O)N2CCCC2C(=O)O)cc1 (configuration not stated)	-6%	32%[activator]	23	11%	?	2%
17	CCOC(=O)COc1ccc(S(=O)(=O)Nc2cccc(SC)c2)cc1	-4%	-14%	4	11%	?	-3%
18	Cc1ccccc1-c1cc(=O)c2ccccc2o1	·	-2%	?	-25%	·	·
19	CCCn1cnc2c(sc3nc4c(cc32)CSC(C)(C)C4)c1=O	-20%	-2%	56	?	?	-5%
20	CCOC(=O)c1cc(S(=O)(=O)N2CCN(c3cccc(OC)c3)CC2)[nH]n1	-6%	·	-10	·	-1%	·

3 compounds drawn at random from those above:
item	Structure	Sm TGR block	AMA1 RON2 block	HCMV inh	HCV inh	AmpC detergent	Giardia FBPA inh
8	COc1cc(/C=C(\C#N)C(=O)NCC2CCCO2)ccc1OC(=O)c1ccco1 (configuration not stated)	-30%	0%[11.6 µM]	33	-10%	-7%	·
14	CC(C)(C)C(=O)NCc1ccc(C(=O)CSc2nnc(-c3ccncc3)n2C2CC2)s1	-11%	-4%	15	-9%	?	·
7	COCCCNC(=O)CSc1nc2cc3c(cc2c(=O)n1CCCC(=O)NCc1ccc2c(c1)OCO2)OCO3	3%	·	1	·	4%	·

Next part
item	Structure	Sm TGR block	AMA1 RON2 block	HCMV inh	HCV inh	AmpC detergent	Giardia FBPA inh
21	CCOC(=O)c1cc2occc2n1Cc1c(F)cccc1Cl	0%	?	1	-6%	-11%	-1%
22	Cc1ccc(C(=O)C2=C(O)C(=O)N(Cc3cccnc3)C2c2ccc(Cl)cc2)o1 (configuration not stated)	-18%	29%	-26	19%	?	10%
23	CC(=O)N1N=C(c2cccc([N+](=O)[O-])c2)OC1c1ccccc1Cl (configuration not stated)	-31%	-13%	41	-6%	1%	6%
24	O=C(Nc1ccc(O)cc1)C1CC=CCC1 (configuration not stated)	-3%	6%	?	1%	0%	?
25	Cc1cc(OC(F)F)ccc1NC(=O)Nc1ccc([N+](=O)[O-])cc1	6%	-6%	-79*	?	5%	1%
26	COc1cccc(-c2ncc3ccccc3c2COC(=O)CCCC(=O)O)c1	?	0%	0	4%	3%	·
27	CC1(C)CC(NCc2ccc3c(c2)OCO3)CCO1 (configuration not stated)	-28%	24%	-7	14%	0%	0%
28	O=C(CN1C(=O)c2ccccc2C1=O)Nc1cc([N+](=O)[O-])ccc1O	1%	97%[activator]	-2	0%	-8%	-4%
29	Cn1c(CC(=O)Nc2ccc(Cl)c(Cl)c2)nnc1SCC(=O)Nc1nccs1	-13%	4%	-7	-20%	?	6%
30	COc1cc(NC(=O)COC(=O)CSc2ccccc2F)c(C)cc1[N+](=O)[O-]	-2%	0%	-4	-10%	0%	-7%
31	COc1ccc(Br)cc1/C=N/N1C(=O)CSC1=S	-36%	57%[activator]	37	17%	?	-10%
32	CN(C)c1nc(C(=O)O)nc(N2CCOCC2)n1	6%	-4%	-25	8%	-1%	-1%
33	COc1ccccc1/C=C(\NC(=O)c1ccccc1)C(=O)NCc1ccco1	-7%	-4%	1	15%	1%	5%
34	O=C(NCc1ccco1)c1ccccc1-c1nc(-c2ccccc2)no1	6%	-13%	-14	?	-18%	1%
35	Cc1cccc(N2CCN(S(=O)(=O)c3ccc4[nH]c5c(c4c3)CCCCC5)CC2)c1C	13%	·	17	·	23%	·
36	O=C(c1ccc(NS(=O)(=O)c2cccs2)cc1)N1CCOCC1	2%	0%	-19	·	5%	·
37	COc1ccc(-c2nn(C)c(=O)c3ccccc23)cc1CNS(C)(=O)=O	5%	1%	30	?	-14%	-15%
38	CCc1ccc(C(O)(CC)C(CN2CCOCC2)c2ccccc2)cc1 (configuration not stated)	-2%	-7%	-63*	-28%	3%	-2%
39	CC(C)(C)c1ccc(C(=O)NCCC(=O)Nc2cc(Cl)ccc2N2CCOCC2)cc1	-3%	-1%	0	11µM*	2%	·
40	Cc1noc(C)c1C(=O)N1CCN(c2ccc(OCc3ccccc3)cc2)CC1	1%	3%	?	?	7%	-2%
41	COc1ccc(-c2ccc(C#N)c(SCC(=O)NCCc3ccccc3)n2)cc1OC	-13%	-1%	·	-13%	-12%	5%
42	Cc1ccc(C)c(Cn2c(=O)n(C(C)C)c(=O)c3oc4ccccc4c32)c1	7%	·	-27	·	1%	·
43	Cc1ccc2nc(NC(=O)C3CCN(C(=O)c4ccc(F)cc4)CC3)sc2c1	-29%	-4%	-8	?	5%	·
44	Cc1csc(NC(=O)C2CCN(C(=O)CSc3nnc(C)n3Cc3ccccc3)CC2)n1	-4%	3%	8	-1%	-3%	9%
45	CCN(CC)c1ccc(N=Cc2ccccc2[N+](=O)[O-])cc1	?	18µM*	-4	?	?	?
46	NC(=O)c1ccc(NC(=O)CSC(=O)c2ccccc2)cc1	·	-13%	12	9%	·	·
47	Cc1c(NC(=S)NCc2ccc(F)cc2)cccc1[N+](=O)[O-]	-22%	24%	?	5%	-6%	-7%
48	Cc1cc2c(c(C)c1CCO[C@@H]1O[C@H](CO)[C@@H](O)[C@H](O)[C@H]1O)C(=O)[C@@H](C)[C@@H]2O	·	0%	-27	?	·	·
49	CC(C)Oc1ccc(OCCCN2CCCCCC2)cc1	2%	-18%	24	-26%	-12%	-29%
50	O=C(NC1CCS(=O)(=O)C1)c1ccc(Br)s1 (configuration not stated)	·	5%	-36	1%	·	·
51	CCn1c(C)nc2cc(C(=O)NNS(=O)(=O)c3ccc(C)c(C)c3)ccc21	5%	3%	·	15%	-1%	4%
52	CCOc1ccc2nc(SCC(=O)Nc3ccc4c(c3)OCCO4)[nH]c2c1	7%	-13%	19	0%	-8%	6%
53	CSc1cccc(NC(=O)C2CCN(C(=O)c3ccccc3C)CC2)c1	5%	3%	6	-23%	-5%	4%
54	CC(NS(C)(=O)=O)C(c1cccs1)N1CCN(Cc2ccccc2)CC1 (configuration not stated)	-9%	0%	8	1%	-2%	6%
55	O=C(c1ccco1)N1CCN(C(=O)C2CC2)CC1	-5%	3%	-5	14%	-15%	-1%
56	CN1C(=O)Cc2cc(S(=O)(=O)N3CCOCC3)ccc21	-11%	-4%	5	3%	-14%	-25%
57	CCOC(=O)C1=C(C)N(CCCC(=O)O)C(=O)NC1c1ccc(Cl)cc1Cl (configuration not stated)	4%	-1%	·	-13%	-7%	18%
58	Nc1cccc(NC(=O)CCC(=O)NCc2ccco2)c1	6%	2%	16	-6%	-4%	-9%
59	O=C(CSc1nnc(CNc2ccc(F)cc2)n1Cc1ccccc1)NCc1ccccc1	0%	-8%	11	-8%	?	-1%
60	O=C(O)CN1C(=O)CN=C(c2ccccn2)c2cc(Cl)ccc21	18%	107%[activator]	20	8%	-9%	20µM*
61	CC(C)(C)OC(=O)C[C@H]1C/C=C\C[C@H](CC(=O)N(CCO)Cc2ccccc2)C(=O)N[C@H](C(C)(C)C)COC1=O	·	-2%	-13	-22%	·	·
62	O=C(CCS(=O)(=O)c1cc(Br)cc2c1N(C(=O)C1CC1)CC2)N1CCN(c2ccccc2)CC1	-21%	·	12	·	-1%	·
63	CCOc1ccc(CCNC(=O)c2nn(-c3ccc(OC)c(Cl)c3)c(=O)c3c2c2ccccc2n3C)cc1OCC	7%	·	16	·	4%	·
64	CCCO/N=C1/C(=O)N(c2ccccc2)c2ccccc21	10%	-27%	?	-23%	?	14%
65	O=C(CCN1C(=O)/C(=C\c2ccccc2)SC1=S)NNC(=O)c1cccnc1	1%	39%[activator]	-62*	14%	-4%	5%
66	Cc1cc(=O)cc(C)n1-c1ccccc1N	10%	14%	8	-3%	-10%	7%
67	O=C(NNS(=O)(=O)c1ccc2ccccc2c1)C1CCN(Cc2ccccc2)CC1	-1%	-7%	-107*	15%	-8%	-2%
68	CC(=O)Oc1ccccc1C1OCCN1C(C)=O (configuration not stated)	34%	-7%	-3	0%	-17%	3%
69	CN1CC(=O)N(CC(=O)Nc2cccc(C#N)c2)c2ccccc2C1=O	5%	·	-3	·	-2%	·
70	Cc1noc(/C=C/c2ccco2)c1S(=O)(=O)N1CCC(C(=O)Nc2ccc(F)cc2F)CC1	-16%	·	?	·	3%	·
71	CC(C)Oc1cccc(C(=O)NC(=S)Nc2cccc(C(F)(F)F)c2)c1	0%	12%	-40	-14%	-7%	-10%
72	COc1ccc(-c2cc(=O)oc3c(C)c(OCc4nn[nH]n4)ccc23)cc1	-3%	-8%	-19	25%	-10%	11%
73	CCOc1ccccc1NC(=O)NNS(=O)(=O)c1cc(C)ccc1C	3%	-14%	51	?	-12%	0%
74	N#CC1(NC(=O)COc2ccc3ccc(=O)oc3c2)CCCCC1	0%	7%	-31	?	-1%	·
75	O=c1[nH]c(/C=C2\C=Nc3ccccc32)c(O)n1Cc1ccccc1F	·	-3%	-31	4.5µM*	10%	-12%
76	CC(=O)Nc1nc(C(F)(F)F)cs1	4%	11%	32	11%	-13%	3%
77	O=C(NCc1ccccc1)C1CCN(C(=O)Cc2ccccc2)CC1	-10%	2%	6	16%	3%	·

Assay outcomes deposited in PubChem by National Center for Advancing Translational Sciences (NCATS).
